XiGFP reactiv: activators of inactive X chromosome reactivation, primary screen, imaging, XiGFP fibroblasts, GFP high-content imaging, set 2 | activation, % at 7.58 µM | XiGFP mouse fibroblasts, % GFP-positive cells imaging, 3 d; cells co-treated with 5-aza-dC sensitizer; scaled so ellipticine positive control = 100% | AID 743238, 2013 | 360,000 tested, 0.055% active;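 active means mean normalized replicate activation at least 10% and every replicate at or above 10%; inconclusive means only one of the two criteria met; inactive means mean below 10% and not all replicates reach 10%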;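 further: 0% = median of on-plate neutral control wells and 100% = ellipticine 6 µM median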
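System: 68-5-11 XiGFP fibroblast line; Timing: 3 days compound exposure; Compound dosing: one concentration, pinned; Benchmarks: positive control ellipticine, 6 µM final; Buffer or medium: DMEM containing 5-aza-dC.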
EWS-Fli inh: EWS/Fli-driven NR0B1 reporter inhibitors, primary screen, A673 cells, NR0B1 luciferase, luminescence, MLPCN library | inhibition, % at 12.6 µM | 350,000 tested, 0.67% active | viability-normalised | AID 651661, 2012;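 active means mean inhibition of at least 50% after viability correction, with every replicate also passing that limit; inconclusive means mean reaches 50% but only one of two replicates passes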;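 further: firefly luciferase signal divided by Alamar Blue viability fluorescence both relative to DMSO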
F508del corr: F508del CFTR correction, initial screen, CFBE line, single point; activity (quench increase), % at 7.58 µM; CFBE cells, YFP halide quenching; stimulated with forskolin plus potentiator P3; % fluorescence drop versus neutral controls; 350,000 tested, 0.36% active;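 active means mean added fluorescence quench of at least 8% versus neutral control, with both replicates also reaching 8%; inconclusive means only one of the mean or replicate conditions met; inactive means mean below 8% and not both replicates reaching 8%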;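 further: cells transiently co-express mutant CFTR-F508del with the halide-sensitive YFP; corrector assay measuring rescue of mutant channel to the surface after 24 h compound exposure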
PAX8 reporter: inhibitors of PAX8-driven TPO luciferase reporter, primary screen, RMG-I cells, single concentration. SteadyGlo, 24 h. inhibition, % at 12.6 µM. 360,000 tested, 1.2% active;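 active means mean replicate inhibition at least 60% with every replicate also reaching 60%; inconclusive means only one of the two criteria is met; inactive means mean below 60% and not all replicates reaching 60%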;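 further: luciferase light reporting Pax8 driven TPO promoter activity; plate controls were median of neutral control wells for no effect and mitoxantrone controls for full effect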
ERp5 block: inhibitors of ERp5-driven insulin aggregation, primary screen, biochemical, turbidity, absorbance 650 nm, single point; Protein disulfide-isomerase A6 (Homo sapiens), Q15084; 90 min; inhibition, % at 9.99 µM; 350,000 tested, 0.05% active; AID 651711, 2012;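 active means mean replicate inhibition above about 25%, with every replicate also reaching it, limit read from the data, passing the limit was not always enough; inconclusive means only one of those two criteria met; inactive means neither criterion met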
Target sequence (Q15084 whole entry, looked up): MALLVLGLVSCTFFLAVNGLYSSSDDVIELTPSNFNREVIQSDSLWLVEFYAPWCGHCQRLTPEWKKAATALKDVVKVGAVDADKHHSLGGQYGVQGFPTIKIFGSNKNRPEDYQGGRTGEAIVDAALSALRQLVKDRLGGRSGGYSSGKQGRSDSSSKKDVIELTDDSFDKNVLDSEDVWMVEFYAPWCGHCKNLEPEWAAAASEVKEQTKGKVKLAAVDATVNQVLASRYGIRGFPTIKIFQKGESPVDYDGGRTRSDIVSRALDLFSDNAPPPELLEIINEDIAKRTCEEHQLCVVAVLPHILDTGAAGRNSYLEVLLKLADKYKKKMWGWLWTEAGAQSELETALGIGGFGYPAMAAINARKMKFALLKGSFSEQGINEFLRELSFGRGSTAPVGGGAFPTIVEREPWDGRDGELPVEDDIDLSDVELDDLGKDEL
GSIS activator: GLuc luminescence reporter in INS-1E cells, primary screen for activators of glucose-dependent secretion of insulin. 370,000 tested, 0.61% active. activation, % at 16.6 µM. INS-1E GLuc reporter insulin secretion, 2-3 h;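 active means lowest replicate activation of at least 40%, so every replicate reaches that level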;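 further: 0% = median of neutral control wells and 100% = median of IBMX positive control wells; some compounds called inactive have numbers as strong as hits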
ARNT-TACC3 inh: disruptors of ARNT/TACC3 protein interaction, primary screen, biochemical, AlphaScreen, single concentration | Transforming acidic coiled-coil-containing protein 3 (Homo sapiens), Q9Y6A5 | AlphaScreen His-ARNT PAS-B/GST-TACC3 binding, luminescence; TACC3 fragment carries E629A point mutation | inhibition, % at 9.99 µM | 390,000 tested, 0.66% active | AID 623870, 2012;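 active means mean inhibition of replicates at least 50% and at least half of replicates each reaching 50%; inconclusive means half or more replicates reach 50% but mean below 50%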;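 further: 0% = complete ARNT plus TACC3 wells and 100% = ARNT alone without TACC3; many hits fall short of the cut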
DENV2 CPE rescue: inhibitors of DENV2 cytopathic effect, primary screen, cell-based, plate reader, single concentration | DENV2-infected cells, cytopathic effect rescue | CPE inhibition, % at 9.99 µM | 350,000 tested, 1.7% active | AID 651640, 2012; in the data active means CPE inhibition above about 20%, passing the limit was not always enough; inconclusive means no clear call, values can overlap the other calls; tested in BHK-21 cells;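 further: 0% = median of neutral control wells and 100% = median of positive control wells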
* marks the source's active call; other numbers are inactive results; ? = inconclusive; . = no result given; & = joins results of further samples. This is a subset (hit frequency here may not be typical).

SMILES	XiGFP reactiv	EWS-Fli inh	F508del corr	PAX8 reporter	ERp5 block	GSIS activator	ARNT-TACC3 inh	DENV2 CPE rescue
c1ccc(CCc2ccc3n2Cc2cnnn2-c2ccccc2-3)cc1	-0.2	12	-1.3	28	-4	-2	4	0
NP(=O)(OCC(F)(F)F)Oc1cccc2ccccc12 (centres undefined)	0.1	22	3.2	8	1	-1	-6	3
O=c1c2ccccc2nc(-c2ccccc2)n1-c1ccc(O)cc1	0.0	-4	-0.6	7	0	-17	-6	11
COC(=O)C1=C(c2ccc(OC)c(OC)c2)C[C@@H]2CC[C@H]1N2C(=O)NCCCOC(C)C	0.1	-4	-0.3	-22	2	5	3	6
O=c1cccc2n1CC1CC2CN(c2nc(N3CCCCC3)nc(N3CCCCC3)n2)C1 (centres undefined)	0.1	18	-2.2	6	2	-23	-4	10
O=C1N=c2ccccc2=C/C1=C\c1c(O)[nH]c(=S)[nH]c1=O	0.2	0	.	-14	3	.	37*	-2
CN1C2CCC1CC(OC(=O)c1cccc(O)c1)C2 (centres undefined)	.	-7	-1.1	.	1	10	4	29*
CCOC(=O)CNC(=O)N1Cc2cc(-c3cccc(F)c3)ccc2-n2nncc2C1	.	5	1.9	-4	6	-14	.	4
COc1ccc2c(c1)C(NC(C)=O)CCc1cc(OC)c(OC)c(OC)c1-2 (centres undefined)	3.9	55*	-5.2	84*	3	-22	-2	-3
CN1C[C@@H]2C[C@@H](c3cccn3-c3ccccn3)N3CCC[C@@]23C1=O	0.0	-2	-1.5	-6	7	5	-1	6
COc1cccc(NC2=NCCCS2)c1	0.2	1	-2.9	-3	2	2	-8	4
CCC1CN2CCc3cc(OC)c(OC)cc3C2CC1CC1NCCc2c1[nH]c1ccc(O)cc21 (centres undefined)	0.0	29	-4.1	101*	14	-7	11	?
CCOC(=O)CNC(=O)CNC(=O)C(Cc1ccc(N(CCCl)CCCl)cc1)NC(C)=O (centres undefined)	0.1	40	0.2	1	-7	1	.	-5
Cc1cc2c(cc1C)NP(=S)(c1ccccc1)N2	0.2	-85	0.4	-218	-3	.	-3	14
COc1ccc(N2C(=O)/C(=C/c3cc(C)n(-c4ccc(C)cn4)c3C)C(=O)NC2=S)c(OC)c1	0.3	7	0.5	17	-8	3	15	-13
C=C1[C@@H](OC(C)=O)[C@]23C[C@@H]1[C@@H](OC(C)=O)CC2[C@]12C4C[C@H]3[C@H]1N(CC)C[C@]4(C)CC[C@@H]2O (some centres undefined)	.	-8	-0.7	.	0	-1	-19	1
CCCNC(=O)[C@@H]1[C@@H](CO)[C@@H]2Cn3c(cccc3=O)[C@@H]2N1CC	0.0	2	-0.9	.	-1	-3	.	-6
CCC(=NCc1cccnc1)c1c(O)n(-c2ccc(C)cc2)c(=O)[nH]c1=O	0.0	-2	-0.1	16	-3	5	32	17
CCOCCc1c(O)[nH]c(=S)[nH]c1=O	0.0	0	3.1	-3	2	-4	-27	-2
O=C(O)c1[nH]c(=O)[nH]c(=O)c1F	0.2	-3	2.4	-18	7	11	-5	1
CN1CCc2cc3c(cc2[C@H]1[C@@H]1OC(=O)c2c1ccc1c2OCO1)OCO3	-0.1	-4	0.5	-17	-1	12	0	?
Cn1c(O)c(C(=NCCc2c[nH]c3ccccc23)c2ccccc2)c(=O)n(C)c1=O	-0.7	4	0.8	18	0	-2	-3	7
O=C(Cc1ccccn1)N1CCCCN2[C@H](CO)[C@H](c3ccc(Br)cc3)[C@H]2C1	0.0	1	-3.4	-2	4	8	-6	-5
COc1ccc(CCNCc2cc(OC)cc(OC)c2)cc1	0.0	1	-0.3	-7	3	17	.	9
c1ccc(C2(NC3=NCCO3)CCCCC2)cc1	0.1	2	2.0	3	8	.	.	4
COC(=O)C1=C(c2cc3ccccc3s2)C[C@@H]2CC[C@H]1N2C(=O)N1CCC(O)CC1	0.0	-7	0.0	18	5	-10	3	-15
C[C@@H]1C(=O)O[C@@H]2[C@H](O)C34[C@@H]5OC(=O)C3(O[C@H]3OC(=O)[C@H](O)C34[C@H](C(C)(C)C)[C@H]5O)[C@@]12O (some centres undefined)	0.0	-10	3.2	5	-4	8	.	-6
CC(=O)OC1CCC2(/C=N/O)C(=CCC3C4CCC(=O)C4(C)CCC32)C1 (centres undefined)	0.0	25	-1.3	16	0	-7	-1	3
CC[N+](C)(CC)CCCCOc1ccc2c(c1)C(=O)c1cc(OCCCC[N+](C)(CC)CC)ccc1-2	-0.1	10	6.6	6	.	12	2	0
CN1CCCC2c3ccccc3CCC21 (centres undefined)	0.0	-6	2.1	21	4	.	.	?
OCC(Cl)CCl (centres undefined)	.	2	0.8	.	-4	-1	.	12
O=C1NC(=O)C(Sc2ccccc2[N+](=O)[O-])C(=O)N1	0.1	0	0.7	12	-5	3	31	4
Cc1ccc(N2C(=O)NC(=O)/C(=C\c3cc(C)n(-c4sc5c(c4C#N)CCCC5)c3C)C2=O)cc1	0.0	.	.	7	.	-16	5	.
O=[N+]([O-])c1ccc(N2CCNCC2)cc1NCc1ccco1	0.0	-2	.	-24	-10	.	7	-6
CCOC(=O)C1(CCOc2ccccc2)CCN(Cc2ccccc2OC)CC1	0.0	32	-2.9	7	3	6	0	-6
O=c1[nH]c(=S)[nH]c(O)c1/C=N/N1CCOCC1	0.0	9	-1.6	-9	.	-1	3	-3
COC(=O)C1=C(c2ccc(C(C)=O)cc2)C[C@@H]2CC[C@H]1N2C(=O)N1CCC(O)CC1	0.1	0	0.5	6	-1	15	0	0
CN(CC#CCN1CCCC1)C(=O)c1cccc(Cl)c1	-0.1	-3	-1.0	-17	-5	-6	3	-9
COc1ccc(CC2(CCc3ccncc3)C(=O)NC(=O)NC2=O)cc1OC	0.2	10	-1.2	0	3	3	-8	3
CCn1ccnc1CN1CCCC(C(=O)c2ccc(SC)cc2)C1 (centres undefined)	0.1	-4	.	4	4	-1	6	5
Cc1ccccc1N1C(=O)NC(=O)/C(=C/c2ccc(N3CCOCC3)o2)C1=O	0.1	14	0.2	9	13	.	1	0
CCN1CCN(C(=O)COc2ccc3oc4c(c3c2)CCCC4)CC1	-0.1	18	0.9	-11	-2	.	2	-6
CC(=O)c1ccc(OC(=O)N(C)c2ccccc2)cc1	1.1	-6	0.1	-57	3	-1	.	-5
O=S(=O)(c1ccc2ccccc2c1)N1Cc2cc(Br)ccc2-n2nncc2C1	0.6	-1	-1.4	20	1	-31	.	?
CCC(c1nnnn1-c1ccc2c(c1)OCCO2)N1CCC2(CC1)C(=O)NCN2c1ccccc1 (centres undefined)	0.1	0	2.4	-3	-1	-8	.	?
COc1ccc(C(=O)C2CCCN(Cc3ccccn3)C2)c(OC)c1 (centres undefined)	0.5	-1	-1.7	2	1	2	.	-2
O=C1Nc2ccccc2Sc2ccccc21	-1.1	-3	-0.2	5	1	9	0	-4
Cn1c(O)c(/C=C/C=Nc2ccccc2)c(=O)n(C)c1=S	-0.1	.	.	-25	.	-2	-5	.
O=C1C2CCCC1C(N1CCCC1)CC2 (centres undefined)	0.2	-2	.	-3	1	-2	-5	1
COc1ccccc1-n1c(-c2ccccc2Cl)nc2ccccc2c1=O	0.1	-2	-1.9	6	-2	-6	-6	-2
CCCN1CCO[C@@H]2c3cc(O)ccc3OC[C@H]21	-0.3	4	-7.1	-13	3	.	-2	-7
CCOC(=O)Cn1cc(C(=O)c2ccccc2)c2ccccc21	0.0	5	-3.0	15	-5	-7	-4	-6
Cc1cc(C)cc(NC(=S)NC2CC3CCCC(C2)N3Cc2cccs2)c1 (centres undefined)	.	17	1.6	.	-1	-48	12	-5
Cc1ccc(/C=C2\C(=O)NC(=O)N(CCc3ccc(F)cc3)C2=O)s1	0.1	4	-2.6	-4	7	-1	-2	3
COC(=O)C1=C(c2cccc(NC(C)=O)c2)C[C@@H]2CC[C@H]1N2C	0.1	-3	-2.8	-6	3	-2	-2	15
CC(C)N(Cc1ccco1)/N=C/c1c(O)n(Cc2ccccc2)c(=O)[nH]c1=O	0.0	12	3.9	20	0	.	-9	3
COc1ccc(C#Cc2ccc([C@@H]3[C@@H](CO)N4CCCCN(C(=O)Cc5ccccc5)C[C@H]34)cc2)cc1	0.1	2	-2.2	2	-1	16	-1	-24
CN(C)C(Cc1ccccc1)C(=O)c1ccccc1 (centres undefined)	0.0	-10	.	-10	-9	.	0	1
Cc1cc(/C=C2/C(=O)NC(=O)N(c3ccc(Br)cc3)C2=O)c(C)n1C	0.0	16	-0.4	15	-2	10	-5	4
CCC1CCC(C)N(N=O)C1 (centres undefined)	0.0	-6	-2.5	-22	4	-5	.	-2

Filtered by structure: the entries above containing a nitro group on carbon.
SMILES	XiGFP reactiv	EWS-Fli inh	F508del corr	PAX8 reporter	ERp5 block	GSIS activator	ARNT-TACC3 inh	DENV2 CPE rescue
O=C1NC(=O)C(Sc2ccccc2[N+](=O)[O-])C(=O)N1	0.1	0	0.7	12	-5	3	31	4
O=[N+]([O-])c1ccc(N2CCNCC2)cc1NCc1ccco1	0.0	-2	.	-24	-10	.	7	-6

(continued)
SMILES	XiGFP reactiv	EWS-Fli inh	F508del corr	PAX8 reporter	ERp5 block	GSIS activator	ARNT-TACC3 inh	DENV2 CPE rescue
COc1ccc(Br)cc1CNCCc1ccc2c(c1)OCO2	0.0	7	1.1	-19	3	.	2	-8
O=C1NC(=O)C(=Cc2ccc(N3CCN(C(=O)c4ccccc4)CC3)c([N+](=O)[O-])c2)C(=O)N1	0.0	8	.	-4	-1	-7	.	9
CCCCn1nnnc1C(c1cccc(OC)c1OC)N1CCC2(CC1)C(=O)NCN2c1ccccc1 (centres undefined)	0.1	0	2.4	4	1	-22	.	12
COC(=O)C1=C(c2ccc(F)cc2OCc2ccccc2)C[C@@H]2CC[C@H]1N2C(=O)NCc1ccc(Br)cc1	-0.7	6	1.4	34	-5	-10	-5	13
COc1ccc(C2C3C=CC(C3)C2C(=O)O)cc1 (centres undefined)	0.2	-6	-2.7	-18	-1	.	.	4
C=C1C(=O)O[C@H]2C[C@@H](C)[C@@H]3C=CC(=O)[C@@]3(C)C[C@H]12	0.0	59*	4.7	108*	5	-30	.	-14
C[N+]1(C)[C@@H]2CC(OC(=O)[C@H](CO)c3ccccc3)C[C@H]1[C@@H]1O[C@@H]12 (some centres undefined)	-0.2&-0.1	-2&0	-1.9&0.7	2&-31	6&0	-5	-1&-4	-1&0
CC(=O)Nc1ccccc1C(=O)OCc1ccc(F)cc1	0.0	-25	-2.2	-66	-1	2	-18	.
CC12CCC(=O)CC1CCC1C2C(=O)CC2(C)C1CCC2(C)O (centres undefined)	0.1	9	2.0	17	-2	-12	-5	-5
CNC(=O)NC(O)C(Cl)(Cl)Cl (centres undefined)	0.2	4	-0.9	2	-15	18	-2	0
CC1(C)C(=O)CC[C@@]2(C)C1=CCC1C2CC[C@]2(C)C(=O)CCC12 (some centres undefined)	0.5	10	-1.4	.	4	.	0	-5
CC(=O)OC1CC2OC3C=C(C)CCC3(C)C1(C)C21CO1 (centres undefined)	.	43	-9.0	.	-4	-12	.	-11

Assay outcomes (PubChem BioAssay)
